Compound activity: PubChem, National Center for Advancing Translational Sciences (NCATS)
Luc counter: blocks Kinase-Glo luciferase, a counter-screen artifact. Q27757. Kinase-Glo luciferase, ATP luminescence, 8 min. Potency, µM (doses to about 38.3 µM), for inactives: top-dose activity change, negative = inhibition, hits mostly inhibitors. 200,000 compounds, 0.28% hits. AID 1379; further: on the % scale 0 is the no-effect control and ±100 the full control effect; nearly all actives have a fitted effect of over 60% in size
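Compound is pinned into ATP-containing buffer (10 uM ATP, imidazole pH 7.2, 7 mM MgCl2). Kinase-Glo luciferase reagent is then added. Light output is recorded following an 8-min room-temperature incubation.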
Epigenetic derep: epigenetic control regulation, reporter derepression. murine LDR cells, GFP reporter derepression, 30 h. 280,000 compounds, 0.2% hits. Potency, µM (top dose mostly 53.9 µM), for inactives: top-dose GFP activation, most hits filed as activators; further: % of control where 0% means no effect; nearly all actives have a fitted effect of over 60% in size
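Derepression of a silenced CMV-GFP reporter in murine LDR cells is scored by enumerating GFP-positive cells with a laser-scanning microplate cytometer after 30 hours of treatment at 37 C.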
SMN2 splice enh: SMN2 splice variant enhancement; HEK293 SMN2-luciferase splicing reporter, luminescence, 30-36 h; 210,000 compounds, 2.8% hits; AID 1458; Potency, µM (highest dose often 46.1 µM), for inactives: top-dose activity change, positive = activation, hits mostly activators; further: % of control where 0% means no effect; nearly all actives have a fitted effect of over 55% in size
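qHTS luciferase splicing reporter: luminescence rises when SMN2 exon 7 is included in transfected HEK293 cells. Compound exposure lasted 30-36 h at 37C, with 4.5 mM final sodium butyrate as control, followed by a ONE-Glo read.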
RECQ1 helicase: blocks DNA unwinding by human RECQ1. P46063. RECQ1 DNA unwinding, red fluorescence kinetic read. Potency, µM (highest dose often 57.3 µM), for the others: top-dose activity, negative = inhibition, usual class: inhibitors. 240,000 compounds, 0.54% hits;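 further: plate controls were vehicle for no effect and no enzyme for full effect; nearly all actives have a fitted effect of over 30% in size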
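50 nM RECQ1T1 preincubated 15 min with compound in Tris pH 8.0 buffer with MgCl2, DTT, Tween-20 and 2.5 ug/ml poly(dI-dC); started with 200 nM TAMRA/BHQ-2 forked duplex and 2 mM ATP. Unwinding read as fluorescence (525/598 nm), two reads 2 h apart.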
KDM4E inh: JMJD2E (human) inhibition | AID 2147 | 230,000 compounds, 1.6% hits | Potency, µM (titrated, usually from 57.1 µM), without a hit: at the top dose activity change, negative = inhibition, hits mostly inhibitors | B2RXH2 | JMJD2E catalytic domain, FDH-coupled NADH fluorescence (FDH is formaldehyde dehydrogenase); active means well fitted inhibition curve with a large enough effect, not every such curve was filed as active; inconclusive means small, poorly fitted or top-dose-only effect, or another doubt; inactive means no such curve, though single readings can be large or run the other way;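 further: 0% = wells with enzyme and -100% = buffer wells without enzyme; nearly all actives have a fitted effect of over 50% in size; many of its hits are not listed in these tables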
IMPase Li cell: IMPase inhibition in cells with lithium potentiation; Potency, µM (doses to about 59.4 µM), for inactives: top-dose activity, negative = IMPase inhibition, hits mostly inhibitors; 210,000 compounds, 0.35% hits; CHO-M1 cells, IP1 TR-FRET (IP-One), carbachol + lithium;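 further: IP1 builds up when IMPase is blocked and the TR-FRET signal falls; plate controls were basal vehicle for no effect and high inhibitor control for full effect; nearly all actives have a fitted effect of over 50% in size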
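CHO-M1, 2000 cells/well, 16–30 h culture; cpd + low Li+, 30 min 37C; lysis with d2-IP1/Eu-anti-IP1 Ab, 10 min RT; TR-FRET 665/620 ratio and 620 channel; AC50 via Hill.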
NPSR antag: antagonists of human neuropeptide S receptor cAMP signaling; Q6W5P4; CHO-NPSR cells, cAMP TR-FRET, antagonist mode; Potency, µM (doses to about 38.3 µM), without a hit: at the top dose activity change, negative = inhibition, hits mostly inhibitors; 220,000 compounds, 1% hits; AID 1461; further: on the % scale 0 is the no-effect control and ±100 the full control effect; nearly all actives have a fitted effect of over 50% in size; many of its hits are not listed in these tables
Target sequence (Q6W5P4 whole entry, looked up): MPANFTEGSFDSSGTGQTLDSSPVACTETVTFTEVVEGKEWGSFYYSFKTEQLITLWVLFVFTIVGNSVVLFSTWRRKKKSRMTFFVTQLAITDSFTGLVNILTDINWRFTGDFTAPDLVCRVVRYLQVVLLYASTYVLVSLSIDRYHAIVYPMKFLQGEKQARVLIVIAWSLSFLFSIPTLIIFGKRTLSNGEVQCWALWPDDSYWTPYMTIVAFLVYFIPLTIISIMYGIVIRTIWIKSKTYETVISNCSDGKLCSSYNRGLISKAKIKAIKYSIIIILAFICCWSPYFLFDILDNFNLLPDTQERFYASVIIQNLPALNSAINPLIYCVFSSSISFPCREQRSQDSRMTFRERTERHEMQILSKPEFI
RGS12 GoLoco inh: RGS12 GoLoco-Gai1 interaction inhibition. Gai1:RGS12 GoLoco peptide FP, rhodamine, 10 min. P63096. 230,000 compounds, 0.44% hits. Potency, µM (titrated, usually from 61.6 µM), for inactives: at the top dose activity, negative = inhibition, actives largely listed as inhibitors; active means well fitted inhibition curve with a large enough effect, not every such curve was filed as active; inactive means no such curve, though single readings can be large or run the other way; further: on the % scale 0 is the no-effect control and ±100 the full control effect; nearly all actives have a fitted effect of over 30% in size; many of its hits are not listed in these tables
Target sequence (P63096 whole entry, looked up): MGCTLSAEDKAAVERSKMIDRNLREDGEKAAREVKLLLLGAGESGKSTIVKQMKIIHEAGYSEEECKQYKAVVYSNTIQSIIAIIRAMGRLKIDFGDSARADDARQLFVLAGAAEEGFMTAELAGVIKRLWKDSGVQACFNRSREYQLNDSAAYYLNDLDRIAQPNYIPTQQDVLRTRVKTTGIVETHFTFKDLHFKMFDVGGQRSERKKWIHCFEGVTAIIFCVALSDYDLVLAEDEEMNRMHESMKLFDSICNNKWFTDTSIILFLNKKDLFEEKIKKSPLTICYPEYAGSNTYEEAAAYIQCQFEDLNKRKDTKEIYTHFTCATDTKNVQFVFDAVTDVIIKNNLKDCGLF
* hit, by the source's call; i = inactive; ? = inconclusive; / = not tested or not shown; & = joins results of further samples; [ ] = dose if it differs, or a comment. Unless noted, the call rests on the fitted dose curve; in most records, active means well fitted curve in the direction sought with a large enough effect; inconclusive means small, poorly fitted or top-dose-only effect, or another doubt; inactive means no such curve, though single readings can be large; an effect the other way counts as inactive or inconclusive. Potency means the concentration at half of the fitted maximal effect. Some of the compounds tested; rates above refer to the full screens.

SMILES | Luc counter | RGS12 GoLoco inh | KDM4E inh | NPSR antag | Epigenetic derep | IMPase Li cell | SMN2 splice enh | RECQ1 helicase
O=C(c1ccco1)N1CCN(C(c2ccc(F)cc2)c2nnnn2Cc2cccs2)CC1 (stereo not given) | 13% | -6% | -9% | ? | 0.0% | 4%[38.3 µM] | -11% | i
CCC(Oc1ccccc1)C(=O)Nc1ccccn1 (stereo not given) | 4% | -29% | 1% | -10%[46.1 µM] | -0.9% | 13%[38.3 µM] | -26% | -7%
Cc1ccc(/C=N/NC(=S)Nc2cccc(S(=O)(=O)N(C)C)c2)o1 | / | 0% | 3% | ? | 4µM* | / | / | 0%
Cc1ccc(/C=N/NC(=O)c2cccc(S(=O)(=O)Nc3ccccc3Cl)c2)s1 | / | / | ? | -12%[46.1 µM] | 0.0% | / | / | -10%
CCc1cc(C(=O)N2CCCC(CCC(=O)N3CCN(c4ccccn4)CC3)C2)no1 (stereo not given) | 3% | 12% | ? | 9% | 7.2% | 11% | / | 0%
CCc1ccc(C(=O)CSc2n[nH]c(-c3ccncc3)n2)cc1 | 0% | 53%[activator] | -3% | -24%[46.1 µM] | 0.0% | 27%[38.3 µM] | -9% | -4%
O=C(Oc1ccccc1-c1nnco1)c1ccc(Cl)cc1 | 13% | 9% | 6% | -1%[46.1 µM] | -1.2% | -5%[38.3 µM] | -14% | i
Cc1[nH]c2ccccc2c1SCC(=O)O | 3% | 0% | 0% | 4%[46.1 µM] | 0.1% | 3% | ? | 3%
COc1ccc(-c2nc3c(c4c2C[C@H](c2ccccc2)OC4)CN(C(=O)NCCc2c[nH]c4ccccc24)CC3)c(C)c1 | -5%[7.66 µM] | -1%[14.2 µM] | 3%[11.4 µM] | / | / | 6% | -1%[9.22 µM] | -7%[11.5 µM]
CC(=O)Cn1c(N2CCC(Cc3ccccc3)CC2)nc2c1c(=O)[nH]c(=O)n2C | / | / | 3% | -16%[46.1 µM] | -11% | / | / | -1%
COC(=O)c1ccc(Cl)c(NC(=O)CN(c2ccc(OC)c(OC)c2)S(C)(=O)=O)c1 | -1% | 0% | -3% | 2% | 1.3% | -2% | -6% | 0%
Cc1[nH]n(-c2ccccc2)c(=O)c1/C=C1\C=NN=C1c1ccccc1 | / | 4% | -28% | ? | -0.8% | / | / | 0%
COc1ccc2cc(Br)ccc2c1CC(=O)NC1CC(C)(C)NC(C)(C)C1 | 6% | -23% | 1% | 17%[46.1 µM] | -8.0% | ? | -67%[inhibitor] | 0%
COc1ccc(NC(=O)NCCCN2CCc3ccccc3C2)cc1 | 0% | -8% | -12% | -8%[46.1 µM] | 0.0% | 44%[activator][38.3 µM] | 4% | i
Cc1cc(C(=O)Nc2ccc(S(=O)(=O)N3CCCC3)cc2)no1 | 0% | 0% | 7% | -3% | -2.5% | 4% | 2% | 14%
CCOC(=O)C1CCN(C(=O)Nc2cccc(Cl)c2)CC1 | -3% | -6% | -1% | -11%[46.1 µM] | 8.1% | 7% | 0% | 3%
CCOc1ccc(NC(=O)COC(=O)c2ncc(Cl)c(Cl)c2Cl)cc1 | -5% | 4% | -5% | 7% | -1.3% | -6% | ? | 3%
O=C(O)c1cccc(Nc2ncnc3ccc(Br)cc23)c1 | / | 5% | ? | -8% | -0.4%&0.8% | / | 0% | 10%
Cc1ccc(-n2[nH]c(C)c(/C=N/NC(=O)c3cccc([N+](=O)[O-])c3)c2=O)cc1C | ? | 0% | ? | -32% | -1.1% | 16% | / | -2%
O=C(COC(=O)CC1CC2CCC1C2)NC(=O)NC1CCCC1 (stereo not given) | -2% | 12% | 9% | -2% | 1.1% | 7% | -4% | i
CC(C)(C)c1nnc(NC(=O)Nc2ccc(Cl)cc2)s1 | / | 6% | 7% | 3% | -0.5% | / | / | i
O=C(NCCCn1ccnc1)c1cnn2c1NC(c1ccccc1)CC2C(F)(F)F (stereo not given) | 6% | 7% | 2% | -7%[46.1 µM] | 2.9% | 7%[38.3 µM] | 17% | i
COc1ccc2c(c1OC)C(=O)OC2C1c2c(cc3c(c2OC)OCO3)CCN1C (stereo not given) | 1%&2%&-9% | -5%&3%&8% | -9%&-7% | -15% | 3.1%&-8.4%&-0.1% | 5% | -39%&5%&-16%[inhibitor] | 10%&-9%
CC(C)(C)n1cnc2cc(NCc3cccs3)ccc21 | -1% | -2% | ? | -2% | 0.0% | 1% | 8.9µM* | -12%
COc1ccc(C(=O)N2CCC(C(=O)c3ccc(F)cc3)CC2)cc1 | -5% | -3% | 3% | -6%[46.1 µM] | 2.3% | 25% | -110%[inhibitor] | 4%
N#Cc1cccc(NC(=S)Nc2ccccc2)c1 | 0% | 2% | -19% | 5% | 0.0% | 3% | -5% | -4%
CCN1CCN(C(=S)Nc2ccc(Cl)cc2)CC1 | 9% | 2% | 11% | ? | -3.5% | -19%[38.3 µM] | -12% | -4%
O=C(O)CCNC1CCCCC1 | / | -4% | -13% | 7% | 2.1% | / | / | 23%
CC(=O)c1ccc(S(=O)(=O)N2CCN(c3ccccc3F)CC2)cc1 | 0% | 4% | -13% | 15% | 0.2% | 12% | / | -1%
O=C(Nc1ccc(Cl)cc1)N[C@@H]1c2c(ccc3ccccc23)OC[C@@H]1CO | -6% | -6% | 8% | -26%[46.1 µM] | -1.1% | -2%[38.3 µM] | -16% | 12%
CCOC(=O)c1sc(N)c(C(=O)OCC)c1C | / | 0% | 1% | -3% | 0.0% | / | / | -7%
CCOC(=O)c1ccc(NC(=O)CCNC(=O)c2ccc([N+](=O)[O-])cc2)cc1 | -2% | -20% | -9% | 9% | 0.0% | 3% | -29% | -1%
COCCC(=O)Nc1ccc2c(c1)CN(C(=O)CCOC)CC2 | -4% | 5% | ? | -29% | -0.3% | -1% | / | -5%
O=C(Nc1ccccc1O)/C(=C\c1ccccc1)NC(=O)c1ccccc1 | 0% | 13% | 3% | -12% | -0.7%[10.1 µM] | 7% | -3% | i
COc1ccccc1C1SCCN1S(C)(=O)=O (stereo not given) | -1% | -2% | 0% | 3%[46.1 µM] | -1.0% | -9%[38.3 µM] | 19% | -5%
CCN(C(=O)CSc1nnc(-c2ccc(F)cc2)c2ccccc12)C1CCS(=O)(=O)C1 (stereo not given) | -5% | 8% | -4% | -2% | 4.9% | 6% | -2% | -9%
CC(C)=CC(=O)OCC(=O)NC(=O)NC(C)(C)C | 3% | 5% | 1% | -4%[46.1 µM] | 0.0% | 16%[38.3 µM] | -6% | -7%
COc1ccc2c3c([nH]c2c1)C1CC2C(CC(O)C(OC)C2CO)CN1CC3 (stereo not given) | / | 2% | ? | -16% | 2.0% | / | / | -3%
CCOC(=O)c1nc(Nc2ccc(C)cc2)c2ccccc2n1 | -2% | 1% | -5% | 0%[46.1 µM] | 0.8% | 23%[38.3 µM] | -59%[inhibitor] | i
CSc1ccccc1C(=O)OCC(=O)NC1CCS(=O)(=O)C1 (stereo not given) | 2% | 7% | -5% | 5% | 1.2% | -3% | 9% | i

Another view of part of the listing above.
Results follow in this order: Luc counter, RGS12 GoLoco inh, KDM4E inh, NPSR antag, Epigenetic derep, IMPase Li cell, SMN2 splice enh, RECQ1 helicase
O=C(Nc1ccc(Cl)cc1)N[C@@H]1c2c(ccc3ccccc23)OC[C@@H]1CO
    -6%, -6%, 8%, -26%[46.1 µM], -1.1%, -2%[38.3 µM], -16%, 12%
CCOC(=O)c1sc(N)c(C(=O)OCC)c1C
    /, 0%, 1%, -3%, 0.0%, /, /, -7%
CCOC(=O)c1ccc(NC(=O)CCNC(=O)c2ccc([N+](=O)[O-])cc2)cc1
    -2%, -20%, -9%, 9%, 0.0%, 3%, -29%, -1%
COCCC(=O)Nc1ccc2c(c1)CN(C(=O)CCOC)CC2
    -4%, 5%, ?, -29%, -0.3%, -1%, /, -5%
O=C(Nc1ccccc1O)/C(=C\c1ccccc1)NC(=O)c1ccccc1
    0%, 13%, 3%, -12%, -0.7%[10.1 µM], 7%, -3%, i
COc1ccccc1C1SCCN1S(C)(=O)=O (stereo not given)
    -1%, -2%, 0%, 3%[46.1 µM], -1.0%, -9%[38.3 µM], 19%, -5%
CCN(C(=O)CSc1nnc(-c2ccc(F)cc2)c2ccccc12)C1CCS(=O)(=O)C1 (stereo not given)
    -5%, 8%, -4%, -2%, 4.9%, 6%, -2%, -9%
CC(C)=CC(=O)OCC(=O)NC(=O)NC(C)(C)C
    3%, 5%, 1%, -4%[46.1 µM], 0.0%, 16%[38.3 µM], -6%, -7%
COc1ccc2c3c([nH]c2c1)C1CC2C(CC(O)C(OC)C2CO)CN1CC3 (stereo not given)
    /, 2%, ?, -16%, 2.0%, /, /, -3%
CCOC(=O)c1nc(Nc2ccc(C)cc2)c2ccccc2n1
    -2%, 1%, -5%, 0%[46.1 µM], 0.8%, 23%[38.3 µM], -59%[inhibitor], i

Three compounds already listed, arranged by formula weight, rising.
SMILES | Luc counter | RGS12 GoLoco inh | KDM4E inh | NPSR antag | Epigenetic derep | IMPase Li cell | SMN2 splice enh | RECQ1 helicase
CCOC(=O)c1sc(N)c(C(=O)OCC)c1C | / | 0% | 1% | -3% | 0.0% | / | / | -7%
CCOC(=O)c1nc(Nc2ccc(C)cc2)c2ccccc2n1 | -2% | 1% | -5% | 0%[46.1 µM] | 0.8% | 23%[38.3 µM] | -59%[inhibitor] | i
COCCC(=O)Nc1ccc2c(c1)CN(C(=O)CCOC)CC2 | -4% | 5% | ? | -29% | -0.3% | -1% | / | -5%
